Mot1-301 SUMO – yeast Mot1-301 growth rescue at high temperature, primary screen, SUMOylation pathway inhibitor project, S. cerevisiae, ATP luminescence, 38.5C; 320,000 compounds, 1% hits; S. cerevisiae Mot1-301 growth rescue; percent above DMSO median, 100 means doubled; growth rescue, % at 18.8 µM; AID 2716, 2010;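 active = every valid replicate shows activation above 250% relative to neutral control wells; inactive = the rest, any valid replicate at or below 250%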;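 also: OY570 slx delta 5 strain wells were the positive control but not used for scaling; some compounds called inactive have numbers as strong as hits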
PKA-R2B activ – activators of PKA-R2B holoenzyme, primary screen, biochemical, fluorescence polarization, Cy5-IP20, human | 340,000 compounds, 0.079% hits | cAMP-dependent protein kinase catalytic subunit beta (Homo sapiens) + cAMP-dependent … | activation, % at 11.4 µM | PKA-R2B holoenzyme dissociation; R2B truncated from residue 108, S112A mutant; 0% DMSO only, 100% 113 µM cGMP;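 active = activation above a cutoff set at the mean over all compounds plus 3 SD, cut at about 18% in these data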;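 also: higher means more holoenzyme dissociation and a rise in polarization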
Target sequence (P31323 whole entry, looked up, other chains not shown, the tested form may be a part): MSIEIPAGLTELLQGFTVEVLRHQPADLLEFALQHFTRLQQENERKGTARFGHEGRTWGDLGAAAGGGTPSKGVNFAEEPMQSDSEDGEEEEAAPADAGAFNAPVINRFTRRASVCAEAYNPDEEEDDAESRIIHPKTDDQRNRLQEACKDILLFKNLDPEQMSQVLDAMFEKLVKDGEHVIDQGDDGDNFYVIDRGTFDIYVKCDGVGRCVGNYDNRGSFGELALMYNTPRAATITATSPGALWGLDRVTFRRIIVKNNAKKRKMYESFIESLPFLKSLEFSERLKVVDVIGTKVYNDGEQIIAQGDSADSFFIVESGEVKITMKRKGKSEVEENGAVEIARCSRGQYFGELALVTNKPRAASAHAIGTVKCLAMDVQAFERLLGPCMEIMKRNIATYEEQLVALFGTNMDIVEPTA
PKA-R1A activ – activators of PKA-R1A holoenzyme, primary screen, biochemical, fluorescence polarization, Cy5-IP20, bovine R1A, mouse PKAc | cAMP-dependent protein kinase type I-alpha regulatory subunit (Bos taurus) + … | PKA-R1A dissociation; scaled: DMSO 0%, 113 µM cGMP 100% | activation, % at 11.4 µM | 340,000 compounds, 0.083% hits | AID 504707, 2011;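 active = percent activation above the mean of all tested compounds plus 3 SD, cut at about 19% in these data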;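 also: higher means more PKAc released from R1A so a rise in polarization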
Ecoli viability – E. coli V3065 growth inhibition, primary screen, counter-screen for AddAB inhibitor project, absorbance, OD600 | 18 h | inhibition, % at 11.9 µM | 330,000 compounds, 0.27% hits | AID 449728, 2010;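 active = inhibition above the campaign's mean inhibition across all tested compounds plus 3 SD, cut at about 9.9% in these data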;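 also: uninfected addAB+ strain grown without phage in ampicillin broth; 0% = DMSO wells and 100% = ciprofloxacin 0.95 µg/ml wells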
OPRM1-OPRD1 ag – agonists of OPRM1-OPRD1 heterodimerization, primary screen, cell-based, luminescence. 340,000 compounds, 0.3% hits. cells. Mu-type opioid receptor (Homo sapiens) + Delta-type opioid receptor (Homo sapiens), …. activation, % at 9.3 µM; in the data active = activation above about 18%;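 also: 0% = vehicle-treated cells and 100% = reference agonist; values of inactives mirror those of a sister screen read the other way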
OPRM1-OPRD1 inv – inverse agonists of MOR-DOR heterodimerization, primary screen, cell-based, luminescence; Mu-type opioid receptor (Homo sapiens) + Delta-type opioid receptor (Homo sapiens), …; cell-based MOR-DOR heterodimer luminescence, inverse agonism; inhibition, % at 9.3 µM; 340,000 compounds, 0.21% hits; AID 504357, 2011; in the data active = inhibition above about 22%, passing the limit was not always enough;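 also: 0% = cells with DMSO and 100% = wells without cells with DMSO; values of inactives mirror those of a sister screen read the other way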
Tat export inh – E. coli Tat export inhibitors, primary screen, MC4100, TorA-mCherry reporter, fluorescence, single point; inhibition, % at 10 µM; 340,000 compounds, 0.036% hits; AID 488895, 2010;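 active = mean replicate inhibition at least 50% and at least half of replicates individually reaching 50%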;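 also: exported cargo escapes ClpAP degradation while cytoplasmic cargo is degraded and loses fluorescence; 0% = median of neutral control wells and 100% = median of NaSCN control wells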
PfHsp90 set2 – growth inhibition of PfHsp90-expressing yeast, primary screen, antimalarial PfHsp90 inhibitor project, S. cerevisiae, BacTiter-Glo luminescence, single point, set 2 | BacTiter-Glo ATP, 48 h; yeast lacking PDR1 and PDR3 efflux regulators | inhibition, % at 9.4 µM | 310,000 compounds, 0.32% hits | AID 504621, 2011;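 active = every replicate shows inhibition above about 80%, whatever the replicate mean, limit read from the data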;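 also: 0% = DMSO neutral controls and 100% = 20 µM radicicol positive controls; yeast relying on Plasmodium falciparum Hsp90 in place of its own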
phage Ecoli inh – growth loss of phage-infected E. coli, primary screen, RecBCD inhibitor project, absorbance, with phage, HTS; inhibition, % at 11.9 µM; 360,000 compounds, 0.26% hits; in the data active = inhibition above about 11%
AddAB inh – growth inhibition of E. coli expressing H. pylori AddAB, primary screen, AddAB inhibitor project, absorbance | inhibition, % at 11.9 µM | 330,000 compounds, 0.29% hits; in the data active = inhibition above about 12%;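 also: 0% = vehicle wells of infected cells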
HTR5A inv ctr – HTR5A inverse agonists in luminescence cell assay, primary screen, counter-screen for OPRM1-OPRD1 heterodimer inverse agonist project, full-deck HTS. AID 504634, 2011. 340,000 compounds, 0.083% hits. inhibition, % at 9.3 µM. HTR5A cell line, inverse agonism; in the data active = inhibition mostly above about 23%, no sharp cut-off; inactive = mostly below about 18%;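 also: 0% = cells with DMSO and 100% = no-cell wells with DMSO; some compounds called inactive have numbers as strong as hits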
Target sequence (P47898 whole entry, looked up): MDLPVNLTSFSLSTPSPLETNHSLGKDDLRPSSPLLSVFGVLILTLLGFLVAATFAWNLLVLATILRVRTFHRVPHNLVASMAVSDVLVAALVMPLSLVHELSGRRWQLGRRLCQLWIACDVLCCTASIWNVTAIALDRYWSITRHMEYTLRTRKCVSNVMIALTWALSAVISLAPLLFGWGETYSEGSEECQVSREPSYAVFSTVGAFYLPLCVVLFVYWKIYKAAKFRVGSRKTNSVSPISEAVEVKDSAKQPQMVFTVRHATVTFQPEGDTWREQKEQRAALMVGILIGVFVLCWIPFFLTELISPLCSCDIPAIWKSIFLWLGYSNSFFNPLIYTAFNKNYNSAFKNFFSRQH
Starred values were filed as active, the others as inactive; · = no result given; + = active, no number.

SMILES | Mot1-301 SUMO | PKA-R2B activ | PKA-R1A activ | Ecoli viability | OPRM1-OPRD1 ag | OPRM1-OPRD1 inv | Tat export inh | PfHsp90 set2 | phage Ecoli inh | AddAB inh | HTR5A inv ctr
Cc1ccc(/C=N/NC(=O)CSc2nc3ccccc3o2)cc1 | 4 | 7 | -1 | -2.4 | 2.3 | -12 | 1 | -7 | 3.1 | -1.4 | -17
CC1(C)NC(=O)N(CCCCOc2ccc(Cl)cc2C=O)C1=O | -7 | 4 | -6 | -0.3 | 0.1 | -1 | -1 | 4 | 3.0 | 4.9 | 7
COc1ccc(CNC(=O)CN(Cc2ccc(C)cc2)C(=O)c2csnn2)cc1 | 25 | 2 | 2 | 1.5 | -0.5 | 4 | -6 | -6 | 4.8 | 1.0 | -16
O=C(NCCC1CCCCN1S(=O)(=O)c1ccc(F)cc1)C(=O)Nc1ccccc1F (stereo unspecified) | 2 | -14 | 11 | 2.0 | -1.1 | 6 | 5 | 28 | 1.1 | 2.1 | 2
CCN(C(=O)c1cccc(Br)c1)C1CCS(=O)(=O)C1 (stereo unspecified) | -17 | 2 | 0 | 1.4 | -0.1 | 1 | -14 | · | 3.0 | 2.3 | -7
C#CCNC(=O)C1=C[C@H](c2ccc3c(c2)OCO3)C[C@H](OCc2ccc(CO)cc2)O1 | -4 | 2 | -9 | 0.0 | 0.6 | -3 | 5 | · | -2.1 | 1.8 | 10
CC(C)c1ccccc1NC(=S)NCC1(N(C)C)CCCCC1 | 11 | 3 | -2 | -1.8 | 2.7 | -14 | -1 | 5 | 4.0 | -2.8 | 21
Fc1ccc(N=c2ssnc2Cl)c(F)c1 | 47 | 2 | 1 | 0.6 | 3.0 | -16 | 3 | -44 | 5.8 | 1.8 | 1
CCN(CC(=O)Nc1ccc(NC(C)=O)cc1)C(=O)c1ccc(S(=O)(=O)N2CCCC2)cc1 | · | -1 | 8 | · | 0.1 | -1 | -6 | 14 | 0.9 | · | -9
Cc1nnc(SCC(=O)c2cc(C)n(-c3ccc4c(c3)OCO4)c2C)s1 | 39 | -4 | -2 | -1.7 | -1.5 | 8 | -17 | -10 | 0.5 | 0.0 | -2
S=c1[nH]nc(-c2cccnc2)n1/N=C/c1ccc(Br)s1 | 6 | -10 | 3 | -0.3 | -1.8 | 10 | 7 | -8 | 3.3 | 1.2 | 6
O=C(NCCCn1ccnc1)c1ccc2ccccc2c1 | -14 | 7 | -2 | -1.4 | -2.4 | 12 | 0 | 4 | 1.3 | -1.2 | 7
CN1CC=C2C(C#N)=C(N)C(C#N)(C#N)[C@H](c3cccs3)[C@H]2C1 | -15 | -4 | -5 | 2.9 | 0.1 | -1 | -11 | · | · | -0.5 | -2
CC1CC1C(=O)OCC(=O)Nc1ccc(Cl)cn1 (stereo unspecified) | 2 | 14 | 3 | 0.3 | -1.7 | 6 | 11 | 15 | 1.2 | -0.2 | -17
O=C(COC(=O)c1cc2ccccc2cc1O)NC1CCCCC1 | -2 | -1 | 3 | -0.3 | 6.2 | -25 | -8 | -6 | 6.4 | -0.5 | -26
CN(C(=S)NC1CCCCC1)C1(c2ccccc2Cl)CCCCC1=O (stereo unspecified) | 68 | 4 | -9 | 0.6 | 4.2 | -27 | -1 | -1 | 2.3 | 2.8 | -14
O=C(COCc1nc2ccccc2c(=O)[nH]1)NC1CCCC1 | 237 | -5 | -12 | 2.3 | -2.6 | 14 | 1 | 13 | 3.1 | 3.8 | -9
O=C(CCn1cnnn1)Nc1ccccc1 | 10 | 2 | 0 | 1.9 | -1.3 | 6 | 1 | 0 | 0.0 | 1.0 | -4
Nc1ncnc2c1cnn2C1CC(O)C(CO)O1 (stereo unspecified) | · | -5 | 3 | · | -0.9 | 5 | 8 | 0 | 1.8 | · | -5
Cn1c(=O)c2c(nc(Br)n2CCCc2ccccc2)n(C)c1=O | 6 | 1 | 5 | -0.7 | -4.1 | 17 | 8 | 3 | 2.3 | 2.5 | 25
CCOC(=O)C1CCCN(C(=O)c2ccccc2NS(=O)(=O)c2ccc(F)cc2)C1 (stereo unspecified) | 92 | -10 | -11 | 0.7 | 0.0 | 0 | -6 | -25 | 2.2 | 0.3 | 9
O=C1N[C@H](Cc2ccccc2)COC(=O)[C@H](Cc2ccc(F)cc2)CC/C=C/C[C@@H]1CC(=O)N(CCO)Cc1ccccc1 | 33 | 3 | -10 | -2.9 | -0.2 | 1 | -35 | -2 | 1.1 | -2.9 | 6
O=C(OCC(=O)N1CCN(C(=O)COC(=O)c2ccc(O)cc2O)CC1)c1ccc(O)cc1O | 0 | 0 | 11 | 0.3 | -1.6 | 10 | -8 | · | 3.7 | -0.7 | -4
O=C(NNC(=O)c1ccccc1O)c1ccc(Br)cc1 | 8 | 5 | -4 | 0.2 | -0.9 | 5 | -8 | 5 | -1.8 | 2.7 | -3
O=C(O)CCc1ncc(C(F)(F)F)cc1Cl | 118 | -5 | 0 | -0.4 | -0.1 | 1 | 0 | -4 | 0.3 | 0.6 | -15
O=C(NC1CCCC1)C1CCCN1C(=O)Nc1ccc(Cl)cc1 (stereo unspecified) | -7 | -2 | -3 | -1.4 | -3.9 | 20 | -5 | -7 | 3.5 | 0.6 | -18
CCC(C)NC(=O)Nc1ccc(Br)cc1 (stereo unspecified) | -16 | -4 | -1 | -1.9 | 0.5 | -3 | -3 | -10 | 2.5 | 0.3 | 3
CC(=O)N(C(C)=O)c1c(C#N)c(C)n(-c2ccccc2)c1C(=O)c1ccccc1 | + | 1 | 2 | -1.5 | -3.6 | 15 | 0 | 3 | 0.4 | 2.7 | -3
CCC(C)NC(=O)N[C@@H](CCSC)C(=O)OC (stereo partly specified) | -4 | -3 | 6 | 2.6 | -0.8 | 4 | -3 | · | 3.2 | 0.4 | -35
COc1ccc(C(C)=O)cc1COC(=O)c1ccc2ccccc2n1 | 342 | 10 | 10 | -0.9 | -1.3 | 6 | -4 | 7 | 5.4 | 2.6 | -2
CC(C)OC(=O)c1ccccc1C(=O)c1ccc(N)c([N+](=O)[O-])c1 | 30 | 1 | -10 | -1.4 | -0.4 | 2 | -4 | 12 | 4.1 | 4.1 | 0
O=C(NCc1ccccc1Cl)C1CCN(S(=O)(=O)c2cccc3nonc23)CC1 | 3 | 5 | 1 | 2.0 | -1.1 | 6 | 12 | 4 | 3.0 | 1.2 | -4
C[C@H](NC(=O)c1ccco1)C(=O)NCc1cccs1 | -11 | -7 | 8 | -3.2 | -3.5 | 14 | -1 | -1 | 0.3 | 1.0 | -9
O=C(OCc1ccc(F)cc1)c1cc2ccccc2cc1O | -10 | 1 | -9 | 1.2 | 0.7 | -3 | 2 | 3 | 2.8 | 0.8 | -7
COc1ccc(N2CCN(CCNC(=O)Nc3ccc(Cl)cc3)CC2)cc1 | -7 | -5 | -9 | -0.2 | 2.1 | -12 | 9 | -8 | 1.3 | 1.6 | -22
Cc1cc(-c2ccccc2)nc(Oc2ccc(C(C)(C)C)cc2)c1S(C)(=O)=O | -8 | 9 | -16 | -0.5 | -0.9 | 5 | 12 | · | 1.7 | 2.4 | -13
COc1ccc(N2CCN(CCCn3c(=S)[nH]c4ncccc4c3=O)CC2)cc1 | -7 | -12 | -5 | -2.2 | -1.8 | 8 | -8 | 8 | 2.4 | 1.4 | 8
Cc1cccc(NC(=S)NC2CCCC2)n1 | -22 | 8 | 3 | -1.3 | -0.8 | 4 | 4 | -13 | 4.3 | -1.9 | 14
COC(=O)COc1cccc2c(=O)n(CC(=O)NCc3ccccc3)ccc12 | 22 | -10 | 0 | -0.3 | -2.1 | 11 | -11 | 15 | 0.7 | 1.3 | -1
CCS(=O)(=O)N1Cc2ccccc2CC1C(=O)Nc1nnc(SCc2ccc(C#N)cc2)s1 (stereo unspecified) | -2 | 0 | 0 | -4.3 | -1.9 | 11 | -3 | -4 | -1.0 | 2.5 | 15
O=C(NCCc1ccc(Cl)cc1)c1ncn[nH]1 | 2 | 5 | -7 | -3.4 | -3.0 | 16 | -2 | -2 | 2.5 | 0.8 | 5
NS(=O)(=O)c1ccc(NC(=O)CSC2CCCCC2)cc1 | 4 | 0 | 2 | 2.0 | -2.3 | 14 | 2 | · | 4.4 | 2.3 | -28
CCCCCOC(=O)C1[C@H]2C(=O)N(Cc3cccs3)C[C@]23C=C[C@H]1O3 (stereo partly specified) | -12 | 2 | -4 | 2.3 | -1.7 | 9 | -1 | 0 | 0.7 | 2.7 | -17
COc1ccc(N2C(=O)CN=C2Nc2nc(C)cc(C)n2)cc1 | 7 | -5 | -2 | -1.6 | -2.3 | 12 | 7 | -16 | -0.9 | -1.6 | -8
C=CCN1C(=O)NC2(CCCCC2)C1=O | 105 | 7 | 7 | -1.1 | 0.0 | 0 | 5 | · | -0.2 | 0.6 | -5

In a second layout: results already given.
> C=CCN1C(=O)NC2(CCCCC2)C1=O
  Mot1-301 SUMO: 105 | PKA-R2B activ: 7 | PKA-R1A activ: 7 | Ecoli viability: -1.1 | OPRM1-OPRD1 ag: 0.0 | OPRM1-OPRD1 inv: 0 | Tat export inh: 5 | PfHsp90 set2: · | phage Ecoli inh: -0.2 | AddAB inh: 0.6 | HTR5A inv ctr: -5

> Cc1cc(-c2ccccc2)nc(Oc2ccc(C(C)(C)C)cc2)c1S(C)(=O)=O
  Mot1-301 SUMO: -8 | PKA-R2B activ: 9 | PKA-R1A activ: -16 | Ecoli viability: -0.5 | OPRM1-OPRD1 ag: -0.9 | OPRM1-OPRD1 inv: 5 | Tat export inh: 12 | PfHsp90 set2: · | phage Ecoli inh: 1.7 | AddAB inh: 2.4 | HTR5A inv ctr: -13

> O=C(NCc1ccccc1Cl)C1CCN(S(=O)(=O)c2cccc3nonc23)CC1
  Mot1-301 SUMO: 3 | PKA-R2B activ: 5 | PKA-R1A activ: 1 | Ecoli viability: 2.0 | OPRM1-OPRD1 ag: -1.1 | OPRM1-OPRD1 inv: 6 | Tat export inh: 12 | PfHsp90 set2: 4 | phage Ecoli inh: 3.0 | AddAB inh: 1.2 | HTR5A inv ctr: -4

> COc1ccc(N2CCN(CCNC(=O)Nc3ccc(Cl)cc3)CC2)cc1
  Mot1-301 SUMO: -7 | PKA-R2B activ: -5 | PKA-R1A activ: -9 | Ecoli viability: -0.2 | OPRM1-OPRD1 ag: 2.1 | OPRM1-OPRD1 inv: -12 | Tat export inh: 9 | PfHsp90 set2: -8 | phage Ecoli inh: 1.3 | AddAB inh: 1.6 | HTR5A inv ctr: -22

Source: PubChem BioAssay (several laboratories)
